Screens as filed in PubChem BioAssay.
mIAP activ = activators of mouse IAP, primary screen, biochemical, luminescence, uHTS; intestinal alkaline phosphatase [Mus musculus]; muIAP, CDP-Star luminescence, 30 min; hits give high values; 1 = vehicle-only enzyme signal, 0 = enzyme-free wells; activation factor at 10 µM; hit rate 0.24% among 330,000;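 active = activation factor of at least 2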; also: the source names both 10 and 20 µM as test concentration; values of inactives mirror those of a sister screen read the other way
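also added = chemiluminescent substrate CDP-Star | test system = mouse IAP enzyme | signal = chemiluminescence readout | compound = DMSO-dissolved test compounds | incubation = 30 min at room temperature | benchmarks = DMSO wells, no-enzyme wells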
hIAP inh = human IAP inhibitors, primary screen, biochemical, luminescence, uHTS. Intestinal-type alkaline phosphatase (Homo sapiens), P09923. purified IAP, CDP-Star luminescence, 30 min. inhibition, % at 10 µM. hit rate 0.12% among 330,000. AID 2544, 2010;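 active = inhibition reaching a set limit with compound at 10 µM in the primary screen, cut at about 35% in these data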;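 also: plate controls were DMSO wells with enzyme for no effect and no-enzyme buffer wells for full effect; values of inactives mirror those of a sister screen read the other way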
Target sequence (P09923 whole entry, looked up): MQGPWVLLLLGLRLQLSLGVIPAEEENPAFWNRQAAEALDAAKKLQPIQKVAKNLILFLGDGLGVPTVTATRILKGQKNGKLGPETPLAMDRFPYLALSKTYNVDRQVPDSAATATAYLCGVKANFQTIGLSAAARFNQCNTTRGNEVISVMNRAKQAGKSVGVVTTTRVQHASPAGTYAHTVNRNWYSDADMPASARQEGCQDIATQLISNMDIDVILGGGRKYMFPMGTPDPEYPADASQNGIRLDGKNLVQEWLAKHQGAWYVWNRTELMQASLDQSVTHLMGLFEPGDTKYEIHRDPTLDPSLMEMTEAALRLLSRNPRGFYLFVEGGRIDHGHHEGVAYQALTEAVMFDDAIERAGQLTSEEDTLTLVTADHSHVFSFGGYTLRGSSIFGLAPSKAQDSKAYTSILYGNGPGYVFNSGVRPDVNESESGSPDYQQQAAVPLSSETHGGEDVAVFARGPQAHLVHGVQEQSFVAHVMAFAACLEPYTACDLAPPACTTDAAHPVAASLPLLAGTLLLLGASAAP
mIAP inh = inhibitors of mouse IAP, primary screen, biochemical, luminescence, uHTS | inhibition, % at 10 µM | hit rate 0.2% among 330,000 | purified mouse IAP, CDP-Star luminescence, 30 min;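 active = inhibition of at least 40% at 10 µM in the primary screen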;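 also: plate controls were DMSO with enzyme for no effect and no enzyme wells for full effect; values of inactives mirror those of a sister screen read the other way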
tim10-1 inh = growth inhibitors of tim10-1 mutant yeast, primary screen, luminescence, uHTS; S. cerevisiae tim10-1 ts strain growth, BacTiter-Glo, 24 h; inhibition, % at 20 µM; hit rate 2.2% among 330,000; AID 463190, 2010;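 active = inhibition of at least 40%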;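 also: mutant grown at 25 °C; 0% = DMSO wells with yeast and 100% = wells holding no yeast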
ATG4B inh = ATG4B protease inhibitors, primary screen, biochemical, fluorescence, uHTS; ATG4B cleavage of LC3-PLA2, NBD-HPC fluorescence, 1 h; Cysteine protease ATG4B (Homo sapiens), Q9Y4P1; hit rate 0.51% among 340,000; inhibition, % at 8.33 µM; in the data active = inhibition above about 40%
Target sequence (Q9Y4P1 whole entry, looked up): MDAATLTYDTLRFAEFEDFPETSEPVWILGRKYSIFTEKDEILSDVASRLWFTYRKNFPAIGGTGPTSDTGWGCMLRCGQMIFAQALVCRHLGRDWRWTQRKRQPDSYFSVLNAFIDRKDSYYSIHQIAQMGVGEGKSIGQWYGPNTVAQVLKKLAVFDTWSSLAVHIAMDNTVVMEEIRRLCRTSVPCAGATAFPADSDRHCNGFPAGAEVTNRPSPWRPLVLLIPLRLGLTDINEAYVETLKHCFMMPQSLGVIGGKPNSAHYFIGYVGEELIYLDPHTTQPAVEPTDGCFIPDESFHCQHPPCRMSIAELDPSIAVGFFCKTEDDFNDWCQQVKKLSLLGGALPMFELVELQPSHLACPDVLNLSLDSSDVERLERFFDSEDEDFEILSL
Apaf-1 inh = inhibitors of human Apaf-1 apoptosome, primary screen, biochemical, DEVD-Rh110 fluorescence, uHTS | reconstituted apoptosome caspase-3 activity | inhibition, % at 20 µM | hit rate 0.71% among 330,000 | AID 489030, 2010; active = inhibition of at least 40% at 20 µM;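 also: plate controls were DMSO wells for no effect and DEVD-CHO caspase inhibitor wells for full effect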
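Material: reconstituted apoptosome with Apaf-1, cytochrome c, caspase-9, procaspase-3, dATP. Technique: Rh110 fluorescence intensity. Buffer or medium: pH 7.5 Hepes buffer with CHAPS, BSA, DTT. Times: 30 min plus 50 min, RT.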
hIAP act = human IAP activators, primary screen, biochemical, luminescence, uHTS | Intestinal-type alkaline phosphatase (Homo sapiens), P09923 | purified human IAP, CDP-Star luminescence, 30 min; hits give high values; 1 = vehicle-only enzyme, 0 = enzyme-free background | activation factor at 10 µM | hit rate 0.16% among 330,000 | AID 2524, 2010;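 active = activation factor of the enzyme at least 2-fold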; also: the source names both 10 and 20 µM as test concentration; values of inactives mirror those of a sister screen read the other way
TIM10 inh = growth inhibitors of isogenic TIM10 control yeast, primary screen, counter-screen for tim10-1 yeast inhibitor project, luminescence, uHTS. S. cerevisiae TIM10 strain growth, BacTiter-Glo luminescence, 24 h. inhibition, % at 10 µM. hit rate 1.4% among 330,000. AID 463195, 2010;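 active = inhibition of 40% or more at the single tested concentration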;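 also: wild-type TIM10 isogenic control strain grown at permissive 25 °C; 0% = DMSO yeast wells and 100% = minimal medium wells without yeast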
NALP3 yeast inh = NALP3 inflammasome inhibitors in reconstituted yeast, primary screen, luminescence, uHTS; Yeast reconstituted NLRP3/ASC/caspase-1, beta-gal luminescence, 24 h; inhibition, % at 10 µM; hit rate 0.39% among 330,000; AID 2825, 2010;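 active = inhibition of 50% or more; inactive = inhibition below 50%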;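 also: plate controls were induced DMSO wells for no effect and uninduced yeast grown without galactose for full effect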
Starred values were filed as active, the others as inactive; . = no result given. This is a random part of the collection; any-hit rate near 4.5%.

SMILES	mIAP activ	hIAP inh	mIAP inh	tim10-1 inh	ATG4B inh	Apaf-1 inh	hIAP act	TIM10 inh	NALP3 yeast inh
O=C(N/N=C/c1ccco1)C1COc2ccccc2O1 (stereo not given)	1	-7	-2	-8	-4	14	1.1	4	13
CC(OC(=O)Cc1coc2cc3c(cc12)CCC3)C(=O)NCc1ccc2c(c1)OCO2 (stereo not given)	1.2	5	-18	14	-1	1	0.95	12	11
O=C(c1ccncc1)c1nccn1-c1ccccn1	1	-7	-2	12	-8	-14	1.1	17	16
COc1cccc(C(=O)Nc2nnc(S(=O)(=O)N(C)Cc3ccccc3)s2)c1	0.89	-12	11	19	23	-6	1.1	13	7
O=S(=O)(Nc1cccc(-c2cn3cccnc3n2)c1)c1ccc(F)cc1	1	1	0	10	-4	-10	0.99	6	12
CCC1=NN(C(=O)Cc2ccc([N+](=O)[O-])cc2)C(O)(c2ccc(Br)cc2)C1 (stereo not given)	1	13	-1	39	-4	13	0.87	27	8
Cc1ccc(OCC(=O)Oc2c(C)cccc2C)cc1C	0.93	-11	7	22	9	14	1.1	-13	14
CCN(CC)Cc1oc(CO)cc(=O)c1O	1	-6	-2	-9	-2	-8	1.1	-4	8
COc1ccc(-c2cc(-c3ccccc3)c(C#N)c(S(C)(=O)=O)n2)cc1	0.97	-11	3	7	-10	31	1.1	20	7
Cc1ccc(CNC(=O)CCSCc2cccc(F)c2)cc1	1	3	-1	13	5	11	0.97	2	41
Cc1ccc(Cl)cc1N1CCN(S(=O)(=O)c2cn(C)cn2)CC1	0.97	-43	3	19	7	19	1.4	2	0
O=C(OCC(=O)N1CCN(C(=O)c2ccco2)CC1)c1ccc(Cl)c(Cl)c1	0.93	-5	7	2	-7	3	1	4	30
COc1cccc(CN2CC(C(=O)N(C)Cc3ccnc4ccccc34)CCC2=O)c1 (stereo not given)	1	2	0	10	-4	-7	0.98	1	-7
COc1cc2c(cc1NC(=O)COC(=O)C1CC(=O)N(Cc3ccco3)C1)oc1ccccc12 (stereo not given)	0.92	-3	8	8	-10	-3	1	18	25
CCOC(=O)c1oc2ccccc2c1NC(=O)c1ccc(Cl)s1	1	-4	-2	3	-6	22	1	16	15
O=S(=O)(Nc1ccc(N2CCCCC2)cc1)c1ccc(F)cc1F	1.1	-2	-9	2	-8	6	1	-15	11
N#Cc1c(/N=C/c2ccccc2)oc(-c2ccccc2)c1-c1ccccc1	1	-17	-2	12	-3	-8	1.2	-5	5
CCOc1ccc(CCNC(=O)c2cccc(S(=O)(=O)N3CCCC3)c2)cc1OCC	0.94	-5	6	7	2	5	1.1	12	15
COC(=O)C1CC(c2c(OC)cc(OC)cc2OC)=NO1 (stereo not given)	1.1	9	-7	11	-20	6	0.91	1	-24
COc1cc(NC(=O)CSc2nncn2C)c(C)cc1[N+](=O)[O-]	0.98	12	2	9	-1	-12	0.88	13	12
CCOc1ccc(-n2c(C)cc(C(=O)NS(=O)(=O)c3ccc(C)cc3)c2C)cc1	1	-36	-1	4	-1	20	1.4	17	18
O=C(O)CSc1ccc(NC(=O)Nc2ccccc2F)cc1	0.98	-8	2	31	0	1	1.1	9	11
CC(OC(=O)Cn1cnc2c1c(=O)n(C)c(=O)n2C)C(=O)N(C)c1ccccc1 (stereo not given)	1	-8	-2	-22	-4	-3	1.1	-1	7
COc1cccc(COC(=O)C2CCN(S(=O)(=O)c3ccc(C)cc3)CC2)c1OC	0.91	6	9	9	-2	15	0.94	7	20
CCCCNc1nc(N)ncc1[N+](=O)[O-]	1	-5	-2	6	-1	2	1.1	6	-5
CCOC(=O)N1CCN(C(=O)CNC(=O)Cc2ccc(Cl)cc2)CC1	1.1	3	-10	-7	-17	-14	0.97	-4	-2
COC(=O)CNC(c1ccccc1)c1cc(Br)ccc1NS(=O)(=O)c1ccc(C)cc1 (stereo not given)	0.96	3	4	32	2	19	0.97	-4	-4
C[C@@H]1C(=O)N(c2ccccc2)[C@@H]1c1ccncc1	0.96	.	4	5	2	1	.	2	.
CCCCc1c(O)cc(C)[nH]c1=O	1.1	-9	-10	23	6	8	1.1	11	11
COc1cc(C2Nc3ccccc3C(=O)N2c2ccccc2)c(Br)cc1OCC(=O)O (stereo not given)	1.1	3	-8	24	-6	10	0.97	7	-63
Cc1cc2nc(-c3cccnc3SCC(=O)NC3CC3)[nH]c2cc1C	0.93	0	7	21	.	-3	1	16	7
Cc1ccc(OCCOC(=O)CN2C(=O)NC3(CCCC3)C2=O)cc1	0.97	-30	3	23	3	12	1.3	5	24
COc1ccc(/C=N/NC(=O)c2cccc(C(=O)N/N=C/c3ccc(OC)c(OC)c3)n2)cc1OC	0.84	-80	16	-14	3	-7	1.8	5	26
CCc1[nH]c(=O)c(C#N)c2c1CCCC2	0.94	-1	6	1	-4	2	1	2	11
C[C@H](CO)N1C[C@H](C)[C@@H](CN(C)Cc2ccncc2)Oc2c(NC(=O)C3CCCCC3)cccc2C1=O	1.1	2	-5	-10	1	15	0.98	0	-1
CCCc1cc(C(=O)Nc2cccnc2)no1	1	-10	-4	38	9	14	1.1	8	14
COc1ccc(/C=N/NC(=O)c2ccc(CSc3nc(C)cc(C)n3)cc2)cc1O	0.97	-3	3	2	-12	9	1	11	11
Oc1ccccc1/C=N/Nc1nn[nH]n1	0.96	-50	4	-21	0	-19	1.5	-11	12
CCc1noc(C)c1C(=O)OCC(=O)c1ccc(OC)c(OC)c1	0.97	-5	3	19	4	2	1	4	4
O=C(CCc1ccccc1)NNC(=O)CCc1ccccc1	1	8	-2	4	1	4	0.92	-2	23

Grouped by structure, those above containing a furan ring, fused or not (six)
SMILES	mIAP activ	hIAP inh	mIAP inh	tim10-1 inh	ATG4B inh	Apaf-1 inh	hIAP act	TIM10 inh	NALP3 yeast inh
O=C(N/N=C/c1ccco1)C1COc2ccccc2O1 (stereo not given)	1	-7	-2	-8	-4	14	1.1	4	13
CC(OC(=O)Cc1coc2cc3c(cc12)CCC3)C(=O)NCc1ccc2c(c1)OCO2 (stereo not given)	1.2	5	-18	14	-1	1	0.95	12	11
O=C(OCC(=O)N1CCN(C(=O)c2ccco2)CC1)c1ccc(Cl)c(Cl)c1	0.93	-5	7	2	-7	3	1	4	30
COc1cc2c(cc1NC(=O)COC(=O)C1CC(=O)N(Cc3ccco3)C1)oc1ccccc12 (stereo not given)	0.92	-3	8	8	-10	-3	1	18	25
CCOC(=O)c1oc2ccccc2c1NC(=O)c1ccc(Cl)s1	1	-4	-2	3	-6	22	1	16	15
N#Cc1c(/N=C/c2ccccc2)oc(-c2ccccc2)c1-c1ccccc1	1	-17	-2	12	-3	-8	1.2	-5	5

The results go on.
SMILES	mIAP activ	hIAP inh	mIAP inh	tim10-1 inh	ATG4B inh	Apaf-1 inh	hIAP act	TIM10 inh	NALP3 yeast inh
COCCN(C(=S)Nc1ccccc1C)C(C)c1ccco1 (stereo not given)	1	6	0	23	-2	-3	0.94	23	4
Cc1ccc(CNC(=S)NC2CCC(C(C)(C)C)CC2)cc1 (stereo not given)	4.5*	-107	-355	36	-2	16	2.1*	42*	31
COc1ccc(/C(C)=N/NC(=O)CNC(=O)c2cccnc2)c(OC)c1	0.95	1	5	-15	1	-3	0.99	0	0
Cc1ccc(OCCCCCN2CCOCC2)cc1	1	-21	-1	-48	-8	-11	1.2	-50	28
COc1cc(NS(=O)(=O)c2cn(C)cn2)cc(OC)c1	1	-10	0	-6	-8	-16	1.1	7	15
Cc1sc(NC(=O)CN2CCN(c3ccccn3)CC2)c(C#N)c1C	1	10	-1	18	-2	11	0.9	-5	20
COc1ccc(CCN=C(N)NS(=O)(=O)c2ccc(C)cc2)cc1	1.2	-7	-22	18	2	18	1.1	-4	0
COc1cc(C(=O)N2C[C@H]3CC[C@H]2C3)ccc1OC1CCN(C(C)=O)CC1	0.99	10	1	8	-7	-3	0.9	9	10
COc1ccc(OCC(=O)N2CCc3c([nH]c4ccccc34)C2c2ccccn2)cc1 (stereo not given)	1	1	-4	18	-6	27	0.99	28	17
CC(C)[C@H](NC(=O)c1ccccc1F)C(=O)Nc1ccc2c(c1)OCO2	1.1	-10	-7	11	-6	19	1.1	4	18
CC(CN1CCCCC1)OC(=O)CCc1ccccc1 (stereo not given)	1.1	7	-6	6	-6	11	0.93	-10	7
Cc1ccn2cc(-c3cnoc3C)nc2c1	1	-38	0	6	-1	8	1.4	-2	11
COc1ccc(-c2oc3c4c(cc(OC)c3c(=O)c2CC=C(C)C)OC(C)(C)C=C4)c(OC)c1	0.83	-6	17	17	.	18	1.1	10	-1
COc1ccc(/C=C2/SC(=O)N(CC(=O)Nc3cc(C)on3)C2=O)cc1OC	0.99	17	0	9	5	-1	0.83	-13	8
O=C(c1ccc2c(c1)OCCO2)N1CCN(Cc2c(F)cccc2Cl)CC1	0.97	-2	3	34	4	-2	1	7	1
Cc1cc(=O)oc(C)c1C(=O)Nc1cccnc1Cl	0.89	0	11	0	-7	-15	1	9	5
Cc1c(C(=O)NCc2cccnc2)oc2ccc(S(=O)(=O)N3CCCC(C)C3)cc12 (stereo not given)	0.88	3	12	19	-19	13	0.97	16	32
COC(=O)C1CCCCN1C(=O)c1cc(COc2cccc3cnccc23)on1 (stereo not given)	1	-6	-2	-8	.	1	1.1	-1	19
CN1CCN(C(=O)CN(c2cc(C(F)(F)F)ccc2Cl)S(C)(=O)=O)CC1	0.97	1	3	-1	-6	-19	0.99	5	10

Printed as active in hIAP act, of those listed so far:
Molecule,mIAP activ,hIAP inh,mIAP inh,ATG4B inh,hIAP act,NALP3 yeast inh
Cc1ccc(CNC(=S)NC2CCC(C(C)(C)C)CC2)cc1 (stereo not given),4.5*,-107,-355,-2,2.1*,31
